Screens: PubChem BioAssay, several laboratories
NOD2 inhibition – NOD2 signaling inhibitors, cell-based, luminescence, uHTS, HEK293 (AID 1566) | HEK293 NOD2/NF-kB luciferase reporter, luminescence; higher % means a stronger effect | inhibition, % at 4 µM, or EC50 in µM where a hit was titrated | actives 0.63% (n = 290,000); note: many of its hits are not listed in these tables
AID2073 – inhibitors of Mint1-CaV2.2 protein interaction, biochemical, HTRF (AID 2073); Voltage-dependent N-type calcium channel subunit alpha-1B (Homo sapiens); HTRF protein-protein interaction, Mint1-CaV2.2; higher % means a stronger effect; inhibition, % at 20 µM, or IC50 in µM where a hit was titrated; actives 0.19% (n = 290,000); in the data active = inhibition mostly above about 51%, no sharp cut-off; note: some results filed as inactive read as strong as hits
LYP inhibition – inhibitors of LYP phosphatase, biochemical, fluorescence intensity, uHTS (AID 1779). Tyrosine-protein phosphatase non-receptor type 22 (Homo sapiens). recombinant LYP phosphatase, fluorescence intensity; higher % means a stronger effect. actives 0.054% (n = 290,000). inhibition, % at 11.5 µM; hits with a dose series show IC50 in µM;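 note: plate controls were vehicle with enzyme for no effect and no enzyme for full effect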
XIAP displacement – XIAP antagonists, biochemical, IAP family, fluorescence polarization (AID 1018). actives 0.007% (n = 200,000). XIAP BIR domain, fluorescence polarization peptide displacement; higher % means a stronger effect. E3 ubiquitin-protein ligase XIAP (Homo sapiens). displacement, % at 20 µM, or IC50 in µM where a hit was titrated; in the data active = displacement above about 50%; note: a part of the inactive calls stands beside numbers as strong as those of hits
Lipid droplet – inhibitors of hepatocyte lipid droplet formation, primary screen, imaging, high-throughput imaging, BODIPY stain. AML12 mouse hepatocytes, oleate lipid droplets. inhibition, % at 6.5 µM. actives 0.4% (n = 240,000);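 active = lipid droplet intensity inhibited by at least 50%, with more than 500 cells counted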
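Assay system: AML12 mouse liver cells | Compound dosing: One dose, 6.5 µM compound | Read-out basis: Droplet intensity reduction, % inhibition | Measured by: Fluorescence imaging, 20x objective, two fields per well | Schedule: Overnight treatment with compound plus oleate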
ER stress rescue – rescue of cells from ER stress-induced death, primary screen, 384-well, CSM14.1, thapsigargin, ATP luminescence (AID 1222). one-dose cellular ATP content (survival), % at 20 µM; EC50 in µM for titrated hits. 190,000 tested, under 10 active. CSM14.1 thapsigargin-induced death rescue, ATP luminescence; higher % means a stronger effect;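 active = EC50 below 50 µM in the dose-response confirmation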;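 note: death triggered by thapsigargin at about 15 µM added after 2 h compound pretreatment; cell ATP read after overnight thapsigargin exposure of roughly 18 to 22 hours; normalized against plate controls of thapsigargin alone and 5% DMSO vehicle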
SIAH1 antagonists – Siah-1 peptide-binding antagonists, primary screen, biochemical, fluorescence polarization, rhodamine-plectin, uHTS (AID 1817); actives 0.02% (n = 290,000); Siah-1 / rhodamine-plectin peptide fluorescence polarization; higher % means a stronger effect; displacement, % at 20 µM, or IC50 in µM where a hit was titrated;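 active = displacement of at least 50% at 20 µM, with a fluorescence ratio check between 0.3 and a set limit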;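 note: plate controls were Siah plus tracer with DMSO for no effect and tracer alone without Siah for full effect; strong numbers were not always called active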
M17LAP inhibition – P. falciparum M17LAP inhibitors, primary screen, biochemical, fluorogenic H-Leu-NHMec substrate, 1536-well (AID 1619); Leucine aminopeptidase (Plasmodium falciparum (isolate 3D7)); inhibition, % at 30 µM; hits with a dose series show IC50 in µM; actives 0.38% (n = 220,000); recombinant M17LAP, H-Leu-NHMec fluorogenic kinetic assay; higher % means a stronger effect;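 active = compound inhibiting the enzyme by more than half at any dose during confirmatory dose-response retesting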;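 note: plate controls were full reaction with DMSO carrier for no effect and no enzyme background for full effect; strong numbers were not always called active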
M1AAP inhibition – P. falciparum M1AAP inhibitors, biochemical, fluorogenic H-Leu-NHMec substrate, 1536-well (AID 1445); Aminopeptidase N (Plasmodium falciparum (isolate 3D7)); inhibition, % at 30 µM; hits with a dose series show IC50 in µM; actives 0.42% (n = 220,000); recombinant M1AAP, H-Leu-NHMec fluorogenic kinetic assay; higher % means a stronger effect;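 active = primary inhibition above the hit cutoff, then over 50% inhibition at one or more dose response concentrations, cut at about 23% in these data, passing the limit was not always enough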;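 note: plate controls were DMSO full reaction for no effect and no enzyme background for full effect; strong numbers were not always called active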
Lipid droplet cells 6.5 µM – further read-out of Lipid droplet, marked with its call; cell count; measured here: cell count, cytotoxicity flag;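 cells counted across two imaged fields per well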
Numbers without * were called inactive; x = not tested or not shown. Cut-off read from the data, not from the text of the source, unless noted: active = inhibition above about 50%; inactive = the rest. An excerpt; count on the stated rates, not on these rows.

SMILES	NOD2 inhibition	AID2073	LYP inhibition	XIAP displacement	Lipid droplet	Lipid droplet cells 6.5 µM	ER stress rescue	SIAH1 antagonists	M17LAP inhibition	M1AAP inhibition
C=CCSc1nc2c(c(C3CC=CCC3)c1C#N)CCC2 (stereo not drawn)	3.1%	11.4%	-0.2%	-3.9%	11.5	775	-6.7%	3.5%	0.4%	1.1%
O=C(Cc1c(F)cccc1Cl)NNC(=O)Nc1ccc2c(c1)OCO2	14.3%	-5.5%	-7.7%	x	-4.4	807	x	2.7%	x	x
O=C(Nc1ccc(Br)cc1)C1CCN(C(=O)c2ccco2)CC1	8.6%	10.6%	-13.5%	x	2.4	803	x	-2.7%	x	x
CC(=O)c1ccc(OCc2cc(C(=O)NC(C)Cc3ccccn3)no2)cc1 (stereo not drawn)	1.6%	5.8%	-12.1%	x	-12.1	761	x	4.3%	x	x
COc1ccc(C(NC(=O)/C=C\c2ccco2)c2ccc(OC)c(OC)c2)cc1 (stereo not drawn)	3.0%	12.0%	-0.6%	-4.7%	x	x	-1.1%	-4.9%	6.2%	9.1%
COc1ccc(CCNC(=O)CC(c2ccccc2)c2cccc(C)c2O)cc1OC (stereo not drawn)	15.9%	2.5%	-4.7%	-6.5%	3.3	679	-8.2%	-1.7%	-3.3%	-1.9%
CC1CCN(S(=O)(=O)c2nnc(NC(=O)COc3ccccc3)s2)CC1	11.5%	8.3%	-5.2%	x	9.3	753	x	1.4%	x	x
Cc1ccc2c(Cl)c(C(=O)NC3CC3)sc2c1	-93.9%	-13.1%	-7.3%	x	2.7	736	x	-0.7%	x	x
CC1(C)CC(=O)C=C(N2CCN(C3=CC(=O)CC(C)(C)C3)CC2)C1	-10.7%	-2.3%	-1.4%	-7.4%	x	x	0.3%	0.2%	x	x
COC(=O)c1[nH]c(C)c(/C(O)=C2\C(=O)C(=O)N(CCN3CCOCC3)C2c2ccco2)c1C (stereo not drawn)	12.3%	-3.9%	-1.2%	x	-8.7	630	x	18.1%	23.9%	5.2%
CN(CC(=O)Nc1cccc(C#N)c1)Cc1ccc(Cl)cc1	-14.9%	-1.2%	-2.0%	-6.9%	-18.5	673	-0.2%	1.8%	3.0%	1.4%
CCOc1ccc(C(=O)Nc2c3c(nn2-c2ccc(F)cc2)CS(=O)C3)cc1 (stereo not drawn)	-16.5%	2.1%	-9.2%	1.8%	18.8	758	-0.1%	-0.7%	7.3%	-1.9%
Cc1cc(NC(=O)C(C)(C)C)no1	7.3%	-3.3%	-3.6%	-1.2%	-0.3	652	x	5.7%	-6.9%	-2.6%
Cc1ccc(NC(N)=S)cc1C	7.7%	-4.6%	-2.8%	0.6%	-0.5	648	0.2%	-0.7%	18.5%	1.3%
CN1CCCC2(CCCN(Cc3nc(Cc4cccc(C(F)(F)F)c4)no3)C2)C1 (stereo not drawn)	18.3%	3.5%	-9.1%	-3.1%	-30.1	771	-1.4%	5.4%	-4.6%	2.1%
COc1ccc(CCNC(=O)CN2c3cccc4cccc(c34)S2(=O)=O)cc1OC	-23.6%	-5.5%	1.3%	x	2.7	813	x	1.1%	x	x
NC(=O)c1ccccc1NC(=O)c1ccc2ccccc2c1	-136.8%	1.6%	-12.1%	x	4.1	746	x	2.0%	x	x
O=[N+]([O-])c1ccc2nc(C(O)C(O)c3nc4ccc([N+](=O)[O-])cc4[nH]3)[nH]c2c1 (stereo not drawn)	13.5%	8.1%	-10.9%	x	-0.9	799	x	-4.0%	x	x
Nc1c(C(=O)N/N=C/c2ccc(OCc3ccccc3)cc2)cnn1-c1ccccc1	19.7%	40.7%	-3.2%	x	-5.0	660	x	15.5%	13.3%	5.4%
CCOC(=O)Cn1nc(-c2ccccc2)c2cnc3ccc(CC)cc3c21	-15.8%	6.7%	-4.9%	-3.2%	-2.0	776	-4.8%	-6.0%	5.3%	4.9%
O=C(CCN1C(=O)c2ccc([N+](=O)[O-])cc2C1=O)Nc1cccc(O)c1	1.7%	1.0%	-4.4%	1.8%	17.3	605	-2.7%	7.1%	9.6%	9.1%
Cc1ccc(C(=O)COc2nc(C)cc(C)c2C#N)cc1	19.7%	2.8%	-6.1%	-18.2%	x	x	-0.2%	3.6%	-15.5%	1.7%
COc1ccc(C(C(=O)NC2CCCCC2)N(C(=O)c2sc(C)nc2C)c2ccc(OC)cc2)cc1 (stereo not drawn)	-5.6%	-4.1%	7.1%	-2.7%	x	x	0.6%	-2.6%	-3.1%	-0.1%
Cc1ccc(CNC(=O)C2CCC(=O)N(CC3CCCCC3)C2)o1 (stereo not drawn)	6.9%	1.9%	-12.2%	x	-1.4	864	x	-0.7%	x	x
O=C(COc1ccccc1F)NNC(=O)c1ccc(N2CCCCC2)c([N+](=O)[O-])c1	13.0%	-6.5%	4.9%	-7.8%	0.3	675	-0.8%	-0.6%	4.9%	-4.7%
Cc1ccc2c(c1)N(C(=O)CCC(=O)NCCCN1CC(C)CC(C)C1)CCO2 (stereo not drawn)	11.1%	-1.6%	-12.3%	x	-1.7	833	x	7.7%	x	x
CC(=O)OC(COc1ccccc1)Cn1cnc2cc(C)c(C)cc21 (stereo not drawn)	2.5%	-15.2%	-5.7%	-3.7%	-1.6	725	-1.2%	8.6%	61.7%	-2.0%
CC1(C)CC(=O)C2=C(C1)NC(=O)NC2c1ccc([N+](=O)[O-])cc1 (stereo not drawn)	-48.5%	-8.3%	-4.0%	x	-30.0	723	x	2.0%	x	x
Cc1ccc(-c2nc3c(c(=O)c4ccccc4n3C)c(=O)n2-c2ccc(F)cc2)cc1	24.9%	12.7%	-10.8%	x	-3.1	709	x	-0.4%	-3.5%	0.6%
CC(=O)Nc1ccc(CN2CCc3c([nH]c4ccccc34)C2c2ccccn2)cc1 (stereo not drawn)	-3.8%	10.3%	-11.8%	-8.5%	-2.6	685	-1.2%	0.1%	-2.5%	-3.9%
CCOc1ccc(C2CC(=O)N(Nc3ccc([N+](=O)[O-])cc3[N+](=O)[O-])C2=O)cc1 (stereo not drawn)	14.4%	3.6%	-5.0%	x	-14.2	733	x	-3.5%	-5.5%	-1.0%
O=C(C1CCCN(S(=O)(=O)c2cc(Cl)ccc2Cl)C1)N1CCOCC1 (stereo not drawn)	10.3%	9.2%	-10.9%	x	3.1	847	x	2.8%	x	x
CCOc1ccc(N(C(C)C(=O)NN=C2CCCCCCC2)S(C)(=O)=O)cc1 (stereo not drawn)	7.5%	-6.1%	-4.9%	-1.3%	-8.9	582	1.6%	-5.1%	3.9%	10.3%
Cc1ccc(N(C(=O)CNC(=O)c2ccco2)C(C(=O)NC2CCCC2)c2ccncc2)cc1C (stereo not drawn)	-161.4%	0.0%	-10.7%	x	-7.5	820	x	-2.7%	x	x
CCN(CC)S(=O)(=O)c1cc(C(=O)OCC(=O)Nc2cccc(Br)c2)ccc1F	-2.5%	-2.8%	2.5%	-7.3%	2.5	636	3.5%	5.8%	9.7%	4.2%
O=C(CNC(=O)c1ccc(Br)cc1)c1ccc(Br)cc1	6.1%	6.4%	-6.6%	x	-2.2	842	x	2.3%	x	x
COCCOc1cc(COC)nc(-c2cccc(C)c2)n1	8.9%	-6.5%	-9.2%	x	-13.5	743	x	0.0%	13.8%	8.9%
COc1ccc(C)cc1NC(=O)CN(c1ccc(C)cc1)S(C)(=O)=O	27.3%	8.7%	-2.3%	-6.8%	-5.2	719	0.5%	1.3%	0.3%	1.2%
CCOC(=O)N1CCC(NC(=O)c2oc3c(c2C)-c2[nH]ncc2CC3)CC1	7.6%	-5.1%	-2.6%	-2.8%	4.1	724	0.4%	1.5%	6.2%	0.2%
COc1cccc(/C=N/n2c(=S)n(C)c3cc(C)c(C)cc32)c1OC	17.3%	-0.6%	10.2%	1.7%	x	x	-0.6%	0.8%	4.5%	-0.8%
COc1ccc(CNC(=O)[C@H](C)N2C(=O)N3CCc4c([nH]c5ccc(OC)cc45)[C@@]3(C)C2=O)cc1	3.9%	-7.1%	-4.7%	x	3.8	790	x	3.2%	x	x
O=C1CC(C(=O)Nc2ccc(F)c(Cl)c2)N=C(N2CCCCC2)N1 (stereo not drawn)	10.5%	1.5%	-0.6%	-7.2%	x	x	2.6%	-2.3%	0.0%	7.3%
CCOC(=O)C1CCN(Cc2cnc(Oc3ccc(Cl)cc3C)s2)CC1	9.2%	0.6%	-4.7%	-1.8%	x	x	-3.1%	4.2%	-8.1%	6.5%
Oc1ccc2[nH]ccc2c1	12.2%	0.0%	2.3%	-1.8%	x	x	x	-0.3%	-0.5%	0.2%
CC1CCC(C(C)C)C(OC(=O)Cn2c(-c3ccc(Cl)cc3)[n+](C)c3ccccc32)C1 (stereo not drawn)	2.3%	5.9%	-9.8%	x	8.1	688	x	0.8%	-5.2%	-2.3%
CC(O/N=C/c1ccccc1OC(F)F)C(=O)Nc1cccc(S(=O)(=O)N2CCOCC2)c1 (stereo not drawn)	21.9%	15.6%	-0.7%	-9.8%	2.3	597	-3.9%	-6.2%	7.8%	4.7%
Cc1coc(C)c1C(=O)CC1(O)C(=O)N(CCc2ccccc2)c2ccccc21 (stereo not drawn)	-2.1%	3.3%	-4.8%	3.0%	-36.0	781	-4.2%	-6.8%	16.1%	12.5%
c1cncc(-c2nc(NCC3CCCO3)c3ccccc3n2)c1 (stereo not drawn)	-1.4%	37.7%	-14.0%	x	14.7	711	x	-0.8%	x	x
COC(=O)C1(C)NC(c2ccc(F)cc2)C2C(=O)N(c3ccccc3)C(=O)C21 (stereo not drawn)	9.9%	49.2%	-7.8%	x	-5.1	756	x	0.9%	x	x

Given with two lines to a compound: 4 of the compounds above.
Every second line gives: NOD2 inhibition, AID2073, LYP inhibition, XIAP displacement, Lipid droplet, Lipid droplet cells 6.5 µM, ER stress rescue, SIAH1 antagonists, M17LAP inhibition, M1AAP inhibition
- COc1ccc(CNC(=O)[C@H](C)N2C(=O)N3CCc4c([nH]c5ccc(OC)cc45)[C@@]3(C)C2=O)cc1
→ 3.9%, -7.1%, -4.7%, x, 3.8, 790, x, 3.2%, x, x
- O=C1CC(C(=O)Nc2ccc(F)c(Cl)c2)N=C(N2CCCCC2)N1 (stereo not drawn)
→ 10.5%, 1.5%, -0.6%, -7.2%, x, x, 2.6%, -2.3%, 0.0%, 7.3%
- CCOC(=O)C1CCN(Cc2cnc(Oc3ccc(Cl)cc3C)s2)CC1
→ 9.2%, 0.6%, -4.7%, -1.8%, x, x, -3.1%, 4.2%, -8.1%, 6.5%
- Oc1ccc2[nH]ccc2c1
→ 12.2%, 0.0%, 2.3%, -1.8%, x, x, x, -0.3%, -0.5%, 0.2%
